RTF Ca sens act: cardiac RTF calcium sensitization; P19429+P45379; IANBD-labeled TnC RTF fluorescence at EC20 calcium; 0% EC20 calcium, 100% full calcium; activation, % at 7.2 µM; 340,000 compounds, 0.24% hits; AID 493008;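 active = activation above the mean over all tested compounds plus 3 SD, cut at about 30% in these data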;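 note: rise in fluorescence read as greater calcium sensitivity of cardiac thin filaments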
Wnt bcat act: Wnt/beta-catenin pathway activation; Wnt/beta-catenin reporter cell assay, activator, plate reader; activation, % at 9.35 µM; 300,000 compounds, 1.2% hits; in the data active = activation above about 30%, passing the limit was not always enough; inconclusive = no clear call, values can overlap the other calls;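 note: 0% = neutral control wells and 100% = positive control wells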
Pemphigus Ab inh: human desmoglein-3 autoantibody binding inhibition; P32926; DSG3-coupled beads, scFv-anti-DSG3-GFP binding, flow cytometry; hits give low values; binding (percent of control), % at 10 µM; 310,000 compounds, 0.48% hits; AID 588358;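 active = binding more than 3 SD below its plate's average and above zero; inconclusive = below that plate limit but binding exactly zero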;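 note: hits lower antibody fragment binding to DSG3; some compounds called inactive have numbers as strong as hits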
RTF Ca sens inh: cardiac RTF calcium desensitization; P19429+P45379; IANBD-labeled cardiac RTF, Ca2+ fluorescence; inhibition, % at 7.15 µM; 340,000 compounds, 0.12% hits;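 active = inhibition above the mean inhibition of all tested compounds plus 3 SD, cut at about 17% in these data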;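 note: assay run at fixed EC70 calcium of 1.6 mM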
MOR-DOR ag: agonists of human mu-delta opioid receptor heterodimerization. cells, OPRM1-OPRD1 heterodimerization, luminescence. activation, % at 9.3 µM. 340,000 compounds, 0.3% hits; in the data active = activation above about 18%;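 note: 0% = vehicle-treated cells and 100% = reference agonist; values of inactives mirror those of a sister screen read the other way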
Target sequence (P35372 whole entry, looked up): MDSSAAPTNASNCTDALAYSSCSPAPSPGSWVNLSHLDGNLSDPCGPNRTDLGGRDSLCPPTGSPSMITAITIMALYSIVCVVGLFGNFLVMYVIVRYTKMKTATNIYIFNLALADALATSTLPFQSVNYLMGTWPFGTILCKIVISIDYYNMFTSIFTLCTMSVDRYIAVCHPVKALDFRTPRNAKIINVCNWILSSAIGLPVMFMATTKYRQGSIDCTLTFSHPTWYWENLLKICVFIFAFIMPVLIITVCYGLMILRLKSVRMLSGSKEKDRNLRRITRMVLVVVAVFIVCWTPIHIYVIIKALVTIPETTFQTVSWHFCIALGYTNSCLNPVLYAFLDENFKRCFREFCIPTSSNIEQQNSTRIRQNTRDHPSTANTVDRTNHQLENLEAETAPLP
Target sequence (P41143 whole entry, looked up): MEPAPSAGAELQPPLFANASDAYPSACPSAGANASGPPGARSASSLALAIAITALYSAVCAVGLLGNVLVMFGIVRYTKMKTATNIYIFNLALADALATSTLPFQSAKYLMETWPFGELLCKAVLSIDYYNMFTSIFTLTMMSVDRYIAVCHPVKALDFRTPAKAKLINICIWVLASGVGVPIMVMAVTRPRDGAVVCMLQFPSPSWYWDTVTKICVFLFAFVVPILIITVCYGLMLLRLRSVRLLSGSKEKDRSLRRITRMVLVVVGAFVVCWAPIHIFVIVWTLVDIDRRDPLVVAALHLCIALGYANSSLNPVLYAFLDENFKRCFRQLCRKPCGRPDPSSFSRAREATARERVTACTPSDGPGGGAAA
Arrestin-AP2 inh: blocks beta-arrestin peptide binding to AP2 adaptin | FITC-arrestin peptide / GST-AP2 beads, flow cytometry; AP2 beta2 appendage carries R879A mutation | inhibition, % at 10 µM | 340,000 compounds, 0.31% hits;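 active = inhibition above a set limit, near 3 SD of compounds lacking own fluorescence, cut at about 54% in these data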;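 note: plate controls were DMSO wells for no effect and 5 µM unlabelled arrestin peptide for full effect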
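Material – GST-tagged AP2 beta2-adaptin appendage (R879A) on 4 µm glutathione beads · Probe or stimulus – fluorescein-tagged arrestin peptide at 50 nM final · Timing – 12 min plus 1 h, RT · Detection – bead flow cytometry, FITC channel · Read-out basis – inhibition as reduced fluorescein signal on beads, percent · Medium – PBS plus Tween 20 (0.05%) and BSA (0.1%)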
MOR-DOR inv ag: inverse agonist of human OPRM1-OPRD1 heterodimerization; cell-based MOR-DOR heterodimer luminescence, inverse agonism; inhibition, % at 9.3 µM; 340,000 compounds, 0.21% hits; AID 504357; in the data active = inhibition above about 22%, passing the limit was not always enough;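 note: 0% = cells with DMSO and 100% = wells without cells with DMSO; values of inactives mirror those of a sister screen read the other way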
LANA DNA inh: inhibitors of KSHV LANA C-terminal domain DNA binding; AID 504423; 340,000 compounds, 0.078% hits; MBP-C-LANA/FAM-LBS DNA binding, fluorescence polarization; inhibition, % at 9 µM;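 active = highest replicate inhibition at or above 60% at 9 µM, even if other replicates fall short; inactive = all replicates below 60% inhibition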;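 note: 0% = neutral control wells and 100% = 4 µM acridine orange control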
V-ATPase pHluor: alters yeast V-ATPase proton transport. S. cerevisiae, pHLuorin cytosolic pH fluorescence. response, % at 10 µM. 350,000 compounds, 0.37% hits. AID 504577; in the data active = response mostly above about 7.3%, no sharp cut-off; inactive = mostly below about 5.4%; note: actives read high; inactives centre near 0; some compounds called inactive have numbers as strong as hits; reference of the scale not given here
Keap1 Nrf2 FP: Keap1-Nrf2 (human) interaction inhibition | Q14145 | Keap1 Kelch-Nrf2 peptide fluorescence polarization, 1536-well | inhibition, % at 9.4 µM | 340,000 compounds, 0.15% hits | AID 504523; in the data active = inhibition above about 12%; inconclusive = no clear call, values can overlap the other calls; inactive = below about 7.3%;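 note: human Keap1 Kelch domain with fluorescein labeled Nrf2 9mer peptide probe; 0% = neutral control wells and 100% = peptide positive control; higher means more block of Keap1 binding to Nrf2 peptide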
* = called active by the depositor; ? = inconclusive; nt = no result given.

SMILES	RTF Ca sens act	Wnt bcat act	Pemphigus Ab inh	RTF Ca sens inh	MOR-DOR ag	Arrestin-AP2 inh	MOR-DOR inv ag	LANA DNA inh	V-ATPase pHluor	Keap1 Nrf2 FP
CC(C)(C)OC(=O)C[C@H]1C/C=C\C[C@@H](CC(=O)N[C@@H](CO)Cc2ccccc2)C(=O)N2CCC[C@@H]2COC1=O	-1	6	100	-6	-1.6	9	9	-0.5	3	-5
c1cnc2ccc(C(c3nnnn3C3CCCC3)N3CCN4CCCC4C3)cc2c1 (centres undefined)	-7	nt	nt	9	-3.4	25	18	0.2	-1	-2
CCCOc1ccccc1-n1sc2c(c1=S)-c1cc(OC)cc3c1N(C(=O)C3=O)C2(C)C	5	nt	91	-2	-4.3	-7	23	0.8	7	-2
COC(=O)c1cc(S(=O)(=O)NCC2CCN(Cc3ccc(Cl)cc3)CC2)c[nH]1	-7	1	nt	-9	-0.8	25	4	-2.0	-4	0
CCC(C)N1CC(C(=O)NC2CCCCC2)CC1=O (centres undefined)	-1	nt	107	-9	-1.4	3	8	-1.0	1	-4
CCOC(=O)C1(CC2CCCCO2)CCN(Cc2nc(-c3cccs3)oc2C)CC1 (centres undefined)	-2	nt	107	-11	46*	0	-331	-0.3	-2	1
CCc1ccc(N(CC(=O)NCC2CCCO2)C(=O)CCC(=O)Nc2nccs2)cc1 (centres undefined)	0	0	nt	3	-0.4	18	3	0.6	3	-10
CCOc1cc(C(=O)N(C)CC(=O)Nc2cccc(F)c2)ccc1OCC(=O)N1CCOCC1	-2	-3	124	2	-0.3	33	2	-1.3	-5	3
CN(C)S(=O)(=O)c1cccc(C(=O)OCC(=O)NCc2ccc3c(c2)OCO3)c1	3	-1	103	-11	-2.9	-21	14	3.9	-1	-6
O=C(NCCCN1CCOCC1)c1cc2c(s1)CCCC2	5	nt	107	6	-0.5	-8	3	0.0	4	-5
CC(C)CNc1nc(N)c([N+](=O)[O-])c(NCc2ccccc2)n1	-8	1	108	0	1.6	46	-7	-0.1	-1	2
CC(=O)Nc1ccc(S(=O)(=O)N/N=C/c2cccnc2)cc1	1	0	111	-2	-2.2	8	9	-2.3	-1	-7
Clc1ccc(-n2nnnc2-c2ccccc2)cc1Cl	-1	-4	81	-2	1.0	28	-5	-1.8	-4	-2
O=C1c2ccccc2NC(c2ccc(F)cc2)N1Cc1ccccc1 (centres undefined)	4	0	97	-7	-1.1	9	5	-0.9	7	-3
CCOC(=O)N1CCN(C(=O)C2CCC(=O)N2C(C)C)CC1 (centres undefined)	-2	-5	101	-4	-2.3	26	12	-0.5	4	-1
CC(=O)c1ccn(S(=O)(=O)c2ccccc2)c1	2	2	104	-5	1.1	15	-6	0.6	-4	3
COc1ccc(C(C)=O)cc1COC(=O)c1c(C)noc1C	0	6	nt	-6	0.8	10	-5	-1.9	-1	-2
Cc1cccc(NS(=O)(=O)c2ccccc2)n1	7	nt	102	-9	-4.3	7	19	0.0	-3	-3
Nc1cc(=O)[nH]c(SCC(=O)Nc2cc(Cl)ccc2Cl)n1	8	1	87	-16	-3.6	18	19	40	0	1
CSc1nsc(SC)c1CO	2	0	nt	4	-2.2	-16	11	-0.8	10	-4
COc1ccc(/C=N/S(=O)(=O)c2ccc(C)cc2)cc1	1	1	102	1	-1.4	0	7	-0.4	-4	-2
CN(c1ccccc1)S(=O)(=O)c1ccc(NC(=O)c2ccccc2)cc1	-2	nt	nt	-5	-0.3	14	2	-1.5	-2	-2
Cc1ccc(C(=O)Nc2ccc3c(c2)CCC3)cc1S(=O)(=O)N1CCOCC1	-8	?	100	2	-1.5	7	8	-0.5	3	-4
COc1ccc(CCNS(=O)(=O)CCNC(=O)c2ccc(OC)cc2)cc1	-2	2	95	-4	-1.2	1	8	-0.7	2	1
CC(C)CCn1cnc2c(c1=O)c1nc3ccccc3nc1n2Cc1ccc2c(c1)OCO2	-6	-1	89	1	0.4	-5	-2	-0.5	4	-1
COc1cc(C(=O)NC2=C(C#N)CCC2)cc(OC)c1OC	1	-2	92	-16	-0.6	13	4	0.8	-1	3
O=C(Nc1cccc(Cl)c1)c1ccc(=O)[nH]n1	-4	1	129	-9	-1.6	4	7	6.5	2	-7
Cc1cc(C)cc(NC(=O)CSc2nncn2-c2ccccn2)c1	-2	1	104	-3	-3.4	19	20	-0.2	1	2
CCN1C(=O)/C(=C2\SC(N3CCCCC3)=NC2=O)c2ccccc21	-6	1	104	0	-2.5	1	14	-1.1	-3	0
COC(=O)c1ccccc1NCc1cc(=O)oc2cc(O)c(O)cc12	-12	2	90	-1	0.8	9	-4	1.0	4	-1
CCn1cc(C(=O)NCc2cccc(C(F)(F)F)c2)c(=O)c2ccc(C)nc21	1	-1	92	-3	3.8	-21	-22	0.8	1	2
Cc1cc(C)c(/C=N/NC(=O)c2nnn(-c3nonc3N)c2COc2ccc(F)cc2)c(C)c1	nt	-2	110	nt	nt	0	nt	nt	-1	nt
O=c1c(Cc2c(F)cccc2Cl)c(O)ccn1Cc1ccc2c(c1)OCO2	7	-1	97	-6	-2.2	25	11	1.1	0	0
CC(=O)c1c(N)n(C)c(=O)n(C)c1=O	2	-3	106	1	0.4	10	-2	-0.6	-3	-4
CCOc1cc(C2C3=C(CC(C)(C)CC3=O)Nc3n[nH]c(C)c32)ccc1O (centres undefined)	-9	-3	102	6	-2.5	3	14	-0.1	-1	1
CCCC(=O)Nc1cccc(NC(=O)CN2CCN(c3ccccc3OC)CC2)c1	-6	nt	110	8	0.3	-6	-2	0.0	-4	-1
FC(F)(F)c1cccc(Cn2c3[n+](c4ccc(C(F)(F)F)cc42)CCCCC3)c1	2	-1	91	0	-1.2	-8	6	0.4	1	2
Cc1noc(/C=C/N(C)C)c1S(=O)(=O)N1CCCC(C(=O)NCc2ccc(Cl)cc2)C1 (centres undefined)	-3	nt	105	-8	-0.4	6	2	14	-4	-1
Cc1c(Cl)cccc1N1C(=O)C2ON(c3ccccc3)C(c3cccnc3)C2C1=O (centres undefined)	5	-4	101	-11	-0.6	14	3	-0.3	0	0
Cc1cc2cc(CN(Cc3cccs3)C(=S)NCC3CCCO3)c(=O)[nH]c2cc1C (centres undefined)	2	1	104	-9	4.3	0	-22	2.8	0	-5
O=C(NCCCO)/C(=C\c1ccco1)NC(=O)c1ccc(Br)o1	-1	-4	nt	-1	-2.8	0	14	-2.1	-1	-5
O=c1[nH]ncn1-c1ccccc1	2	0	101	-3	-1.0	-11	5	-0.6	0	3
CC(=O)c1ccc(N2CCN(S(=O)(=O)c3ccc4c(c3)NC(=O)CC(=O)N4)CC2)cc1	-2	5	90	3	-3.7	-5	18	-0.9	1	3
O=C(NC1CC2CCC(C1)N2C(=O)NCc1ccccc1)C1CC1 (centres undefined)	0	nt	nt	2	-0.1	20	1	-1.9	-4	1
CC(=O)c1ccc(N2CCN(S(=O)(=O)c3cn(C)c(C)n3)CC2)cc1	-1	-1	115	-2	-4.0	18	20	-0.3	-4	1
CCOc1ccc(-c2noc(CCCC(=O)NC3CCCC3)n2)cc1OC	-8	6	94	-16	-1.4	24	9	0.7	2	3
CN(Cc1ccccc1)c1oc(COc2ccccc2F)nc1C#N	4	1	106	-11	0.6	-1	-3	-0.1	-1	1
CCOc1ccc(NC(=O)CN(C)CC(=O)NC(C)c2ccccc2)cc1OCC (centres undefined)	-6	0	nt	-5	-0.4	-22	2	nt	6	nt
Cc1nc(SCC(=O)Nn2c(-c3ccccc3)nc3ccccc3c2=O)n[nH]1	-6	-2	95	6	-2.4	2	10	1.5	-1	0
CCCn1nnnc1SCC(=O)NNC(=O)c1ccco1	7	0	98	-6	1.9	-1	-11	-0.2	1	2

Arranged by value in MOR-DOR inv ag (lowest first): some entries from above
Molecule,MOR-DOR inv ag
CCCn1nnnc1SCC(=O)NNC(=O)c1ccco1,-11
O=C(NC1CC2CCC(C1)N2C(=O)NCc1ccccc1)C1CC1 (centres undefined),1
O=c1[nH]ncn1-c1ccccc1,5
CC(=O)c1ccc(N2CCN(S(=O)(=O)c3ccc4c(c3)NC(=O)CC(=O)N4)CC2)cc1,18

Other entries:
SMILES	RTF Ca sens act	Wnt bcat act	Pemphigus Ab inh	RTF Ca sens inh	MOR-DOR ag	Arrestin-AP2 inh	MOR-DOR inv ag	LANA DNA inh	V-ATPase pHluor	Keap1 Nrf2 FP
COC(=O)[C@H](Cc1ccccc1)NC(=O)Cn1cnc2c(OCc3ccccc3)ncnc21	1	-2	108	-4	nt	19	nt	-0.3	-3	-4
Nc1cccc(Nc2nc(OC(C(F)(F)F)C(F)(F)F)nc(OC(C(F)(F)F)C(F)(F)F)n2)c1	-24	nt	110	-10	9.9	-4	-56	-0.5	-3	-1
O=C(Nc1cccc(NC(=O)c2cccs2)c1)c1ccc(Br)cc1	4	0	113	2	-3.4	41	17	2.5	-2	2
Cc1ccc(Nc2nnc(SCC3CCCCO3)s2)cc1 (centres undefined)	0	nt	105	-5	3.1	5	-17	1.0	3	-6
COc1ccc(C(=O)Nc2ccccc2C(=O)NC(C)C)cc1OC	4	-3	113	-2	-1.0	-8	6	-0.3	0	-5
CC(=O)NCc1nc2ccccc2n1Cc1ccccc1C	-3	-1	99	1	-2.5	-12	13	-0.2	4	-1
CC(C)(C)C(=O)NCC12C=CC(O1)C1C(=O)N(c3ccccc3)C(=O)C12 (centres undefined)	-7	-1	95	1	-1.9	5	11	-0.5	-2	0
CC(=O)c1ccc(N2CCc3ccccc3C2)c([N+](=O)[O-])c1	nt	14	98	nt	nt	3	nt	0.0	-1	4
COc1ccc(S(=O)(=O)Nc2ccccc2C(=O)NN2CCOCC2)cc1OC	-1	-2	nt	6	0.3	17	-1	0.6	1	-1
COc1ccc(NC(=O)C(NC(=O)CC2NC(=O)NC2=O)c2ccccc2)cc1 (centres undefined)	-1	-2	80	-14	0.6	8	-4	-0.4	-1	-6
COc1ccccc1C(=O)OCC(=O)Nc1ccccc1OC(F)F	3	3	109	-2	-1.2	-3	7	-15	-2	-2
CC1CCCCN1S(=O)(=O)c1cn(C)c(=O)n(C)c1=O (centres undefined)	6	0	105	-8	-1.1	-9	6	1.7	-1	1
O=C(O)c1cc(-c2cccs2)nn1-c1ccc(F)cc1	5	nt	95	-4	-2.1	2	11	-2.4	-1	-6
CCc1cc(-c2n[nH]c(C)c2-c2nc3ccccc3s2)c(O)cc1OCC(=O)NN	-4	0	99	2	-2.9	-20	15	-0.9	0	0
COCCCn1c(SCC(=O)NC2CCCCC2)nnc1-c1ccco1	-7	0	96	6	-2.7	17	17	-0.5	-5	4
Nc1cccc(C(=O)O)c1	5	0	106	1	0.0	-5	0	2.6	3	-10
